Source: PubChem BioAssay
USP2a block: qHTS Assay for Inhibitors of Ubiquitin-specific Protease USP2a Using CHOP2 as the Reporter. USP2 core, Ub-CHOP2 coupled fluorogenic reporter, 485/531. hit rate 0.01% among 330,000. AID 463254, 2010. Potency, µM (titrated, usually from 38.3 µM), inactives show top-dose activity change, negative = inhibition, hits mostly inhibitors;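 further: potency means the concentration at half of the fitted maximal effect; plate controls were DMSO wells for no effect and full inhibition by NEM control for full effect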
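USP2 core (10nM final) preincubated 30min RT with compound in 20mM Tris-HCl pH 8.0, 2mM CaCl2, 2mM beta-mercaptoethanol, 0.05% CHAPS; 25nM Ub-CHOP2 plus 25nM reporter substrate added, fluorescence (Ex485/Em531) read after 60min.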
ELG1 DNA repair: qHTS screen for small molecules that inhibit ELG1-dependent DNA repair in human embryonic kidney (HEK293T) cells expressing luciferase-tagged ELG1; hit rate 2.3% among 330,000; HEK293T ELG1-luciferase reporter, luminescence, 16 h; DNA damage induced by 5-fluorouridine; AID 504467, 2011; Potency, µM (titrated, usually from 46.1 µM), without a hit: top-dose activity change, negative = inhibition, actives largely listed as inhibitors; further: potency means the concentration at half of the fitted maximal effect; on the % scale 0 is the no-effect control and ±100 the full control effect; nearly all actives have a fitted effect of over 55% in size
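DMSO vehicle served as the neutral condition. Each well held 2,000 cells given 5-fluorouridine plus compound; after 16 hr at 37 °C/5% CO2, ONE-Glo was added and luciferase measured 30 min later.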
TRPV1 agonist: HTS Assay for Compounds that Act as Agonists of the Vanilloid Receptor 1; activation, % at 8.33 µM; Transient receptor potential cation channel subfamily V member 1 (Homo sapiens), Q8NER1; hit rate 0.19% among 320,000; TRPV1-expressing cells, Fluo-8 calcium influx, agonist mode; in the data active means activation above about 80%; inconclusive means between about 30% and that limit; further: 0% is about no effect
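Cells expressing TRPV1 were dye-loaded with Fluo-8 and read kinetically: 10 s baseline, 3 min after compound (agonist portion), then 2 min after EC20 capsaicin (allosteric enhancer portion). Calcium-bound dye fluorescence at 480/520 nm.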
Eya2 phos inh: qHTS Assay for Inhibitors of the Phosphatase Activity of Eya2; recombinant Eya2, OMFP fluorescence dephosphorylation (OMFP is methylfluorescein phosphate); Potency, µM (doses to about 76.9 µM), for inactives: top-dose activity, negative = inhibition, most hits filed as inhibitors; hit rate 0.006% among 330,000; further: potency means the concentration at half of the fitted maximal effect; on the % scale 0 is the no-effect control and ±100 the full control effect
Target sequence (O00167 whole entry, looked up): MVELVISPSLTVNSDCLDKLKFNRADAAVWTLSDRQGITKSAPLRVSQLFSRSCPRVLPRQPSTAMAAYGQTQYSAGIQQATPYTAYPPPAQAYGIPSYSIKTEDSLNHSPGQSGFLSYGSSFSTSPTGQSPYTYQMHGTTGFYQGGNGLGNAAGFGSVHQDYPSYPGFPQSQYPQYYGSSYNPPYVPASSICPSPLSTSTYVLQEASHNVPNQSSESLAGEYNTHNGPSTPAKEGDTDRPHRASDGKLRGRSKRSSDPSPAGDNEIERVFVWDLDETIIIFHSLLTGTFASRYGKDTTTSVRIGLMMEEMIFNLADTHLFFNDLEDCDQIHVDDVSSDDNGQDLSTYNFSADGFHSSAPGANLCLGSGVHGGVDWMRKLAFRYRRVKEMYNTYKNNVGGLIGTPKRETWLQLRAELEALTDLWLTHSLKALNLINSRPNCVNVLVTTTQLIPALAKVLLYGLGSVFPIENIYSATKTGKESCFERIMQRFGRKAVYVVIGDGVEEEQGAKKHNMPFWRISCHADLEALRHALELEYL
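Eya2 protein (added as 0.2 uM solution) was preincubated with compound for 10 min at ambient temperature in 50 mM HEPES pH 7.5, 50 mM NaCl, 5 uM MgCl2, 0.05% BSA, 1 mM DTT. OMFP (added at 50 uM) then reacted 10 min; fluorescence read at 485/525 nm.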
KCNH2 3.1 inh: qHTS for Inhibitors of KCHN2 3.1: Mutant qHTS | hit rate 0.95% among 340,000 | activity change, % (tested at about 1.8 µM) | U2OS KCNH2 3.1, thallium flux FluxOr; active compounds read low | AID 720553, 2013;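 active means maximum activity change below -70%; inconclusive means maximum activity change from -70% to -50%; inactive means maximum activity change above -50%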;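 further: thallium influx rate constant from kinetic fluorescence after stimulation buffer; on the % scale 0 is the no-effect control and ±100 the full control effect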
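Steps: virus added to U2OS suspension (4 h, RT, dark); medium with 10% FBS added, cells plated, 37 C overnight; FluxOr/Red40 loading buffer 45 min RT; stimulation buffer, 2 min kinetic read; rate constant normalized.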
TCR activator: Activators of T cell receptors: qHTS campaign. primary human leukocytes, anti-CD3, IL-2 HTRF, 48 h. Potency, µM (doses to about 9.22 µM), inactives show top-dose activation of IL-2 secretion, most hits filed as activators. 330,000 tested, under 10 active; further: % of control where 0% means no effect
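Primary human leukocytes were stimulated with a-CD3 beads plus compounds for 48 hr without co-stimulation; secreted IL-2 was quantified by HTRF using a-IL-2-K (europium cryptate) and a-IL-2-d2, excited at 320nm with acceptor emission read at 665nm.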
Mito fusion act: qHTS Assay for Small Molecule Inhibitors of Mitochondrial Division or Activators of Mitochondrial Fusion | S. cerevisiae fusion-defective mutant growth rescue, CellTiterGlo 48 h | Potency, µM (highest dose often 46.1 µM), for the others: at the highest dose growth rescue (activation), actives largely listed as activators | hit rate 0.23% among 320,000;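 further: potency means the concentration at half of the fitted maximal effect; % of control where 0% means no effect; nearly all actives have a fitted effect of over 45% in size; temperature-sensitive fusion mutants such as fzo1-1 at 37 °C on non-fermentable ethanol glycerol medium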
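Luminescent cell viability in 1536-well qHTS format served as the measure of rescued growth in ts fusion-mutant S. cerevisiae cultured on non-fermentable YPEG for 48 hours at 37C.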
AT treatment: qHTS Assay for Identifying a Potential Treatment of Ataxia-Telangiectasia; […] A-T fibroblasts, KAP-1 phosphorylation AlphaLISA; neocarzinostatin DNA damage 30 min before lysis; AID 485349, 2010; hit rate 0.19% among 320,000; Potency, µM (highest dose often 57.5 µM), for inactives: top-dose activation, actives largely listed as activators; further: potency means the concentration at half of the fitted maximal effect; % of control where 0% means no effect; nearly all actives have a fitted effect of over 45% in size
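ATM-like activity read as KAP-1 phosphorylation via AlphaLISA donor/acceptor antibody pairs after lysis and 6 hr at 25C. Cells were ATM-null patient fibroblasts ([…], hTERT), dosed 60 min, then exposed to the DSB inducer NCS for 30 min.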
TSHR antagonist: Antagonists of the Thyroid Stimulating Hormone Receptor: HTS campaign | Thyrotropin receptor (Homo sapiens), P16473 | TSHR-expressing cells, TSH-stimulated cAMP HTRF, 2 h; active compounds read low | activity change, negative = inhibition, % at 11.5 µM | hit rate 0.2% among 330,000 | AID 504810, 2011;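 active means activity change below a set negative limit, meaning inhibition stronger than a set level, cut at about -70% in these data; inconclusive means activity change between two set negative limits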; further: on the % scale 0 is the no-effect control and ±100 the full control effect
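Inhibition of cAMP made by TSHR-expressing cells under TSH stimulation (4nM final, EC80; 2 h, 37 deg C) is quantified with a one-step lysis HTRF kit, anti-cAMP cryptate versus cAMP-d2.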
hERG WT inh: qHTS for Inhibitors of KCHN2 3.1: Wildtype qHTS; Voltage-gated inwardly rectifying potassium channel KCNH2 (Homo sapiens), Q12809; U2OS, BacMam KCNH2, thallium flux FluxOr; active compounds read low; activity change, % at 1.84 µM; hit rate 0.37% among 340,000; AID 720551, 2013;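 active means maximum activity change below -70%; inconclusive means maximum activity change between -70% and -50%; inactive means maximum activity change above -50%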; further: on the % scale 0 is the no-effect control and ±100 the full control effect
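U2OS cells transduced with wild-type KCNH2 virus are loaded with FluxOr dye for 45 min, and thallium flux is measured in kinetic reads before and after stimulation buffer. Rate constants are normalized to DMSO controls.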
Starred values were filed as active, the others as inactive; ? = inconclusive; nt = not tested or not shown; [ ] = remark or other dose. Unless noted, the call rests on the fitted dose curve; in most records, active means well fitted curve in the direction sought with a large enough effect; inconclusive means small, poorly fitted or top-dose-only effect, or another doubt; inactive means no such curve, though single readings can be large; an effect the other way counts as inactive or inconclusive. A portion of the library; rates above refer to the full screens.

Values run as follows: USP2a block, ELG1 DNA repair, TRPV1 agonist, Eya2 phos inh, KCNH2 3.1 inh, TCR activator, Mito fusion act, AT treatment, TSHR antagonist, hERG WT inh
> COc1ccc2cc(C(=O)NCc3ccco3)c(=O)oc2c1
    -1%, ?, 0, -2%, -2, -4%, -6%, 3%, -3, -25
> Cc1ccc(CNC(=O)Cn2cnc(C(=O)Nc3ccc(C)c(C)c3)n2)o1
    -1%, ?, nt, 5%, 5, 0%[46.1 µM], nt, -4%, 1, 3
> C[C@H]1C(=O)N(C)CCN1Cc1cn(C)nc1-c1ccc(Oc2ccccc2)cc1
    2%, ?, 0, -14%, 5, 4%, 6%, 7%, -12, -2
> CCOc1cc(C)c(Cl)cc1S(=O)(=O)n1nnc2ccccc21
    0%, ?, 1, -8%, -15, 3%, 11%, 6%, ?, -3
> CC(C)C(=O)NC(=S)Nc1nnn(C)n1
    1%, 0%, -2, 7%, 3, 11%[46.1 µM], -7%, 7%, -6, 4
> Cc1ccc(C23CC4CC(CC(C(=O)NC(C)C(N)=O)(C4)C2)C3)cc1 (centres undefined)
    -3%, 6%, 3, -2%, -9, -1%, 0%, -6%, 6, 2
> CCOc1ccccc1-n1c(SCC(=O)N(CC)CC)nnc1-c1ccccn1
    0%, -11%, 4, 15%, 11, -7%, 4%, -5%, -10, 5
> Cc1ccc(N2CCN(C(=O)c3cccs3)CC2)c(C)c1
    -1%, -7%, ?, -5%, 4, 0%, 0%, 2%, 11, 8
> C/C(=N\OCC(=O)Nc1c(C)cc(C)cc1C)c1ccc2c(c1)OCCO2
    3%, -11%, 0, 7%, -1, 4%[46.1 µM], 12%, 2%, -8, -8
> CCN(CC)CCCNC(=O)CCC(=O)Nc1ccc2nc(N3CCCCC3)cc(C)c2c1
    0%, ?, -4, 20%, 9, 3%, -8%, 5%, -3, 17

Just Eya2 phos inh, USP2a block and Mito fusion act, for two of the compounds above:
SMILES	Eya2 phos inh	USP2a block	Mito fusion act
CC(C)C(=O)NC(=S)Nc1nnn(C)n1	7%	1%	-7%
Cc1ccc(C23CC4CC(CC(C(=O)NC(C)C(N)=O)(C4)C2)C3)cc1 (centres undefined)	-2%	-3%	0%

More compounds.
Values run as follows: USP2a block, ELG1 DNA repair, TRPV1 agonist, Eya2 phos inh, KCNH2 3.1 inh, TCR activator, Mito fusion act, AT treatment, TSHR antagonist, hERG WT inh
> O=C(O)C1CC(=O)N(Cc2cccs2)C1 (centres undefined)
    3%, 2%, -2, -2%, -19, nt, -1%, 9%, 32, 21
> COc1cccc(-c2nc(CS(=O)(=O)CC(=O)NCCCN3CCOCC3)c(C)o2)c1
    -1%, -2%, 5, 0%, 20, -4%, 0%, -8%, 17, 4
> CCCC(CCC)C(=O)Nc1cccc(C(=O)O)c1
    3%, 2%, 5, -7%, 4, 0%, -1%, 4%, 11, -2
> CCO[C@H]1OC(C(=O)NCc2ccccc2)=C[C@@H](C2CC2)[C@@H]1CCCO
    -1%, 0%, 19, 7%, 0, 4%, 4%, nt, -21, -6
> COCC(C)NC(=O)CSc1nc2ccccc2c(=O)n1CCc1ccc(S(N)(=O)=O)cc1 (centres undefined)
    -1%, ?, ?, -8%, -1, -8%, -3%, 2%, 0, -3
> Cc1ccc(-n2c(-c3ccccc3)c[n+]3c2CCC3)cc1
    -1%, 1.6µM*, -1, -2%, -10, 2%, 3%, 5%, -2, -11
> COC(=O)C1CCN(C(=O)c2ccc3nc(-c4cccc(OC)c4)oc3c2)CC1
    2%, ?, 9, 5%, 7, 7%, -1%, 27%, -1, 11
> COc1ccc(-c2sc3ccccc3c2C#CCO)cc1
    -5%, -16%, 3, -2%, -3, -3%, 25%, 22%, -40, -1
> CC(C)[C@]1(c2ccc(Cl)cc2)ON(c2ccccc2C(F)(F)F)C1=O
    0%, -13%, 13, -6%, nt, nt, -20%, 17%, -8, nt
> Cc1cccc(CC2S/C(=N/c3ccccn3)NC2=O)c1 (centres undefined)
    1%, -16%, 7, -31%, -13, 0%[46.1 µM], 9%, 0%, 3, -3
> Cc1ccc2c(c1)C(c1ccccc1)CC(=O)O2 (centres undefined)
    -2%, -5%, 5, 11%, 7, -12%, 1%, 0%, -13, 2
> CCOC(=O)C1CCN(C(=O)Nc2ccc(C)c(Cl)c2)CC1
    2%, -3%, ?, -3%, 25, -67%, -2%, -19%, 2, 2
> COc1cc2c(C(=O)N3CCN(c4ccccc4C)CC3)c(C)oc2cc1Br
    0%, -3%, 2, 17%, -32, -3%, 2%, -2%, -27, 18
> Cc1ccc(NC(=O)CC(NCCN2CCOCC2)C(=O)O)cc1Cl (centres undefined)
    1%, 2%, -2, -4%, 3, 0%, 0%, -5%, 2, 2
> CC[C@]12c3[nH]c4ccc(OC)cc4c3CCN1C(=O)C(CC(=O)NCCCOC)C[C@@H]2C(=O)N1CCN(C(=O)c2ccco2)CC1 (some centres undefined)
    1%, 13%, nt, 3%, 2, 4%[46.1 µM], nt, 6%, -6, -8
> COc1ccc(S(=O)(=O)N2CCC(C(=O)N[C@@H](C)C(=O)NCc3ccccc3OC)CC2)cc1
    3%, 3%, 3, 2%, 11, -9%, 0%, 11%, -37, -31
> Cc1csc(NC(=O)CSc2nncc(=O)n2N)n1
    2%, 15%, -1, 6%, 5, nt, -1%, -1%, 7, -3
> CCOc1ccc(OCCCCN2CCCC2)cc1
    -1%, 10%, 1, -11%, 8, -35%, -1%, -4%, 12, -4
> COCC(=O)c1[nH]c2ccccc2c1C
    4%, 5%, -1, 14%, 5, 9%, 0%, 0%, -2, -5
> Cn1ccnc1C(=O)c1ccc(N)cc1
    -1%, ?, 1, -3%, 4, -2%, -4%, 2%, -3, -4
> C=CCNc1oc(-c2cccs2)nc1C#N
    1%, 16%, 11, 2%, 7, -8%, 6%, 1%, 6, -3
> CC1CC(Nc2ccccc2)=CC(=O)O1 (centres undefined)
    10%, -1%, 11, 2%, -3, 3%, -1%, -3%, -1, 0
> O=C(CN1C(=O)CC(c2ccccc2)S(=O)(=O)c2ccccc21)N1CCCC1 (centres undefined)
    2%, 5%, 3, -9%, 15, -3%, -1%, 4%, 4, -2
> CCCN(CC(=O)Nc1ccccc1C)C(=O)c1ccc(S(=O)(=O)N2CCCCC2)cc1
    -1%, -1%, 0, -3%, nt, 5%, 1%, 1%, 10, -20
> CCOc1cc(S(=O)(=O)Nc2ccc(Cl)cn2)ccc1Cl
    -7%, -13%, 6, -2%, 6, 0%[46.1 µM], 12%, -1%, -23, 0
> O=C1CCCc2nc3c(cc21)C(O)Oc1ccccc1-3 (centres undefined)
    10%, ?, 0, -9%, 14, 5%, 2%, 1%, 8, 5
> Cc1ccc(NC(=O)COc2ncnc3ccccc23)cc1S(=O)(=O)N1CCOCC1
    1%, -29%, 1, 6%, 1, 5%[46.1 µM], 0%, 0%, -2, 0
> CC(C)(C)c1ccccc1NC(=O)N1CCNC(=O)C1CC(=O)Nc1ccc(F)cc1 (centres undefined)
    3%, 2%, -4, 6%, nt, -1%, -2%, 1%, 15, 9
> CC1CCCC(NC(=O)CSc2cccc[n+]2[O-])C1C (centres undefined)
    1%, 0%, nt, 0%, 39, -5%, nt, 7%, nt, 2
> CN(C)S(=O)(=O)c1ccc(NC(=S)NC(=O)c2cccs2)cc1
    8%, 7%, 6, 6%, -2, -68%, -1%, -1%, 0, 8
> O=C(COc1ccc(Cl)cc1)NCCNC(=O)c1cnccn1
    0%, 23%, 0, -11%, 19, -8%, 0%, -3%, 6, 13
> O=C(NCC(c1ccco1)N1CCN(c2ccccc2F)CC1)c1ccc2c(c1)OCO2 (centres undefined)
    -12%, 13µM*, 26, -1%, 1, -2%, 10%, 4%, 3, -2
